Pol beta inh: inhibitors of human DNA polymerase beta; P06746; Pol beta primer extension/strand displacement, fluorescence kinetic; Potency, µM (doses to about 114 µM), without a hit: top-dose activity change, negative = inhibition, actives largely listed as inhibitors; actives 1.3% (n = 340,000); further: potency means the concentration at half of the fitted maximal effect; on the % scale 0 is the no-effect control and ±100 the full control effect
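Pol beta (10 nM) was preincubated with compound for 15 min at room temperature. The reaction was then started with 50 nM substrate and read immediately and after a further 10 min at room temperature.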
LDHA inh: inhibitors of human lactate dehydrogenase A | actives 0.15% (n = 480,000) | P00338 | activity change, % (values are at about 110 or 230 µM) | purified LDHA, NADH/diaphorase-resazurin fluorescence; stronger effect = lower value; in the data active means activity change below about -30%; inconclusive means mostly about -25% to -30%;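 further: plate controls were DMSO wells for no effect and wells without enzyme for full effect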
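Enzyme activity of human lactate dehydrogenase 5 (2 nM; 0.06 mM NADH, 0.2 mM pyruvate, 5 min, RT) is measured via a resazurin/diaphorase fluorescence readout of residual NADH.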
RGS4 inhibitor: inhibitors of human regulator of G protein signaling 4; P49798; Potency, µM (doses to about 114 µM), for the others: at the top dose activity change, negative = inhibition, hits mostly inhibitors; Transcreener GDP fluorescence polarization, RGS4-accelerated GTP hydrolysis; AID 504845; actives 0.039% (n = 390,000); further: potency means the concentration at half of the fitted maximal effect; on the % scale 0 is the no-effect control and ±100 the full control effect; nearly all actives have a fitted effect of over 75% in size; some results filed as inactive show a strong effect at the top dose
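MLSMR compounds (23 nl, pin-transferred) preincubated 10 min at room temperature with a 500nM (2x) first reagent, then RGS4 at 900nM (2x) plus Transcreener GDP mix added; fluorescence polarization (620/688 nm) read before and after 90 min at 30 °C.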
Apoferritin bind: candidate novel general anesthetic via apoferritin binding; P02791; apoferritin/1-aminoanthracene competitive binding, fluorescence; Potency, µM (doses to about 77.5 µM), without a hit: at the highest dose activity change, negative = displacement, usual class: inhibitors; actives 0.074% (n = 350,000); further: potency means the concentration at half of the fitted maximal effect; on the % scale 0 is the no-effect control and ±100 the full control effect; nearly all actives have a fitted effect of over 20% in size
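Read-out: endpoint 1-AMA fluorescence, excitation 380 nm and emission 535 nm, after compounds sit 10 min at room temperature with 10 uM horse-spleen apoferritin in 50% saturated 1-AMA/PBS. Values come from four-parameter Hill fits.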
ALOX12 inh: ALOX12 (human) lipoxygenase inhibition; AID 1671190; actives 1.1% (n = 580,000); Potency, µM (highest dose often 108 µM), inactives show at the highest dose activity change, negative = inhibition, hits mostly inhibitors; purified 12hLO, xylenol orange hydroperoxide absorbance; further: potency means the concentration at half of the fitted maximal effect; on the % scale 0 is the no-effect control and ±100 the full control effect
Target sequence (P18054 whole entry, looked up): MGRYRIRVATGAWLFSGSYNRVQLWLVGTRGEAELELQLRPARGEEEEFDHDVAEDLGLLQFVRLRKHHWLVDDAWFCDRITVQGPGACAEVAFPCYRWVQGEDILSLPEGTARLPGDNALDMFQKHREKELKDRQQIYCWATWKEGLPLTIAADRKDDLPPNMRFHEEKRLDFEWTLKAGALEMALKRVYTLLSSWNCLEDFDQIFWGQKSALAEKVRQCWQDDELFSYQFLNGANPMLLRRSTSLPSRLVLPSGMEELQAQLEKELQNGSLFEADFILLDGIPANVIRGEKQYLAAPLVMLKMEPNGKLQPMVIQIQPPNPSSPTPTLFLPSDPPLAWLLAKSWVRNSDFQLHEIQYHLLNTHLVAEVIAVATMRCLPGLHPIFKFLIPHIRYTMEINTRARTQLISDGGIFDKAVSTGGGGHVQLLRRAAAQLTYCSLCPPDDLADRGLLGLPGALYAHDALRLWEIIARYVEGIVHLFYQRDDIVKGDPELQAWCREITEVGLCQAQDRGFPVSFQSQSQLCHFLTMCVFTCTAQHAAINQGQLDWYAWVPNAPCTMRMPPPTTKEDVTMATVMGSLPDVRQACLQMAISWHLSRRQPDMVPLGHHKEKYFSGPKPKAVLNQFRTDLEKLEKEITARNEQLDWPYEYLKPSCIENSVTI
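Purified human 12hLO (150 nM final) in 25 mM Hepes, 0.01% Triton X-100, pH 7.0 was preincubated 15 min at room temperature with compound. Then 40 uM arachidonic acid was added, 30 min. Hydroperoxide was read by Fe-XO absorbance ratio 573/405 nm.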
ERG-DNA inh: blocks human ERG Ets domain binding to DNA. P11308. fluorescence polarization, His-ERG Ets domain / labelled DNA. Potency, µM (doses to about 76.9 µM), for the others: top-dose FP activity, negative = inhibition, most hits filed as inhibitors. actives 0.028% (n = 370,000). AID 624246; active means well fitted inhibition curve with a large enough effect in the polarisation, with a control signal flat; inconclusive means small, poorly fitted or top-dose-only effect, or effect the other way, or a change in a side signal; inactive means no such curve, though single readings can be large or run the other way; the % refers to the polarisation;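 further: polarization taken with two DNA probes labelled with fluorescein and Texas red; potency means the concentration at half of the fitted maximal effect; % of control where 0% means no effect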
Target sequence (P11308 whole entry, looked up, the tested form may be a part): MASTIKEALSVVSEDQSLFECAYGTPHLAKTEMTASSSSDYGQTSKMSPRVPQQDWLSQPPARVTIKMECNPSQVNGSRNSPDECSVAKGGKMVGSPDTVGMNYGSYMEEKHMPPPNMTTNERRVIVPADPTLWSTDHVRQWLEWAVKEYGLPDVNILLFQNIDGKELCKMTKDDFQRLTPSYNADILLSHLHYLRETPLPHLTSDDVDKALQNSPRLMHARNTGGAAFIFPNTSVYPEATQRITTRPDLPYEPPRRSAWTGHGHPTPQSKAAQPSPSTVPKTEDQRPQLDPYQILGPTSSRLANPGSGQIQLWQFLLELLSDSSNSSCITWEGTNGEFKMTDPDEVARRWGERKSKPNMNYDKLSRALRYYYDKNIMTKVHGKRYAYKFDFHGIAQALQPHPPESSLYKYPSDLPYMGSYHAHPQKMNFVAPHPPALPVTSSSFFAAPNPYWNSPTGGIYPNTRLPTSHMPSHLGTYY
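His-tagged ERG Ets domain (1 uM in the protein solution; 300mM KCl, 50mM Tris-HCl, 1mM EDTA, 1mM DTT, pH 7.5) received compound, then a probe mix of 5 nM fluorescein-DNA and 100nM Texas-615-DNA. Fluorescence polarization was read for both dyes.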
Pol eta inh: blocks human DNA polymerase eta activity; Potency, µM (doses to about 114 µM), inactives show at the highest dose activity change, negative = inhibition, most hits filed as inhibitors; actives 1.2% (n = 390,000); Q9Y253; recombinant Pol eta, fluorescent DNA replication assay; further: potency means the concentration at half of the fitted maximal effect; on the % scale 0 is the no-effect control and ±100 the full control effect
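Pol eta at 10 nM preincubated with compounds 15 min at room temperature; reaction started with fluorescent substrate (50 nM final) and read kinetically at 0 and 10 min.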
APEX1 inh: inhibitors of human APE1 endonuclease; recombinant APE1, TAMRA/BHQ-2 abasic DNA cleavage fluorescence; Potency, µM (highest dose often 65.8 µM), for the others: top-dose activity change, negative = inhibition, actives largely listed as inhibitors; actives 0.35% (n = 350,000); AID 2517;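 further: potency means the concentration at half of the fitted maximal effect; plate controls were vehicle for no effect and reference inhibitor for full effect; nearly all actives have a fitted effect of over 55% in size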
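Endonuclease cleavage of a quenched abasic-site DNA duplex (50 nM) by APE1 (0.75 nM) was tracked by TAMRA dequenching. Compounds were preincubated with enzyme 15 min at room temperature; data normalized to buffer-only and DMSO wells plus NSC13755 control.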
Pol kappa inh: blocks human DNA polymerase kappa activity. actives 0.53% (n = 400,000). Potency, µM (series often up to 107 µM), without a hit: top-dose activity, negative = inhibition, usual class: inhibitors. purified Pol kappa, fluorescent DNA synthesis assay, 10 min; further: potency means the concentration at half of the fitted maximal effect; on the % scale 0 is the no-effect control and ±100 the full control effect
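First, compounds were pin-transferred onto 10 nM Pol kappa. After 15 min at room temperature, substrate was added to 50 nM final. Fluorescence was then measured kinetically at 0 and 10 min.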
* marks the source's active call; other numbers are inactive results; ? = inconclusive; · = no result given; & = joins results of further samples; [ ] = another dose, or the depositor's remark. Unless noted, the call rests on the fitted dose curve; in most records, active means well fitted curve in the direction sought with a large enough effect; inconclusive means small, poorly fitted or top-dose-only effect, or another doubt; inactive means no such curve, though single readings can be large; an effect the other way counts as inactive or inconclusive.

1	Cc1ccc(S(=O)(=O)N2Cc3ccccc3-n3nncc3C2)cc1
2	CS(=O)(=O)N1Cc2ccccc2-n2nncc2C1
3	COc1cc(/C=C2\C[C@H]3[C@@H]4CC=C5C[C@@H](N6CCCC6)CC[C@]5(C)[C@H]4CC[C@]3(C)[C@H]2O)cc(OC)c1OC
4	CCOc1cncc(/C=C/CCNC)c1
5	COc1ccc(C2CC(c3c(O)n(C4CCCCC4)c(=O)[nH]c3=O)=Nc3ccccc3S2)cc1 (stereo not given)

assay / entry,1,2,3,4,5
Pol beta inh,·,·,·,·,9%
LDHA inh,-12,-5,5,·,-5
RGS4 inhibitor,14%,-2%,?,·,8%
Apoferritin bind,·,·,·,8%,43%[activator]
ALOX12 inh,0%,13%,-28%,18µM*,-20%
ERG-DNA inh,4%,-14%,12%,·,10%
Pol eta inh,-4%,-1%,-3%,·,·
APEX1 inh,·,·,·,3%,·
Pol kappa inh,-10%,6%,-6%,17%[60.1 µM],-14%

6	CCC(=NCc1ccc2c(c1)OCO2)c1c(O)n(C2CCCCC2)c(=O)[nH]c1=O
7	COc1ccccc1C1CC2CCC(C1OC(C)=O)N2Cc1ccccc1 (stereo not given)
8	O=C(NC(c1ccc(Cl)cc1)P(=O)(Oc1ccccc1)Oc1ccccc1)OCc1ccccc1 (stereo not given)
9	COc1ccccc1OCC#CCN1CCCC(C)C1 (stereo not given)
10	CC12CCC3C(CC=C4CC(O)CCC43C)C1C/C(=C\c1ccccc1F)C2=O (stereo not given)

assay / entry,6,7,8,9,10
Pol beta inh,-3%,-2%,18%,7%,3%[57.1 µM]
LDHA inh,6,-5,-2,-19,-4
RGS4 inhibitor,-13%,35%,-12%,0%,-5%
Apoferritin bind,-9%,-11%,-2%,-1%,4%
ALOX12 inh,-21%,0%,29%,?,-21%
ERG-DNA inh,8%,-5%,-10%,-3%,9%
Pol eta inh,-6%,-1%,-7%,-21%,-22%
APEX1 inh,-1%,-6%,2%,4%,13%
Pol kappa inh,-8%,-5%,7%,-5%,2%

11	COC(=O)C1=C(c2ccc(OC)c(OC)c2)C[C@@H]2CC[C@H]1N2C(=O)NC1CCCCC1
12	C[C@]12CC[C@H](O)C[C@H]1CC[C@@H]1C2CC[C@]2(C)[C@@H](C3=CC(=O)OC3)[C@@H](O)C[C@]12O (stereo not given in full)
13	O=Cc1cn(CCCOc2ccccc2)c2ccccc12
14	O=c1cccc2n1CC1CC2CN(Cc2cccc(Cl)c2Cl)C1 (stereo not given)
15	CN1CCN(c2ccc(S(C)(=O)=O)cc2[N+](=O)[O-])CC1

assay / entry,11,12,13,14,15
Pol beta inh,·,·,8%,1%,-2%
LDHA inh,-2,-6,-4,0,-1
RGS4 inhibitor,-9%,-16%,-13%,-9%,-9%
Apoferritin bind,·,·,-14%,-15%,-2%
ALOX12 inh,0%,6%,1%,-5%,-26%
ERG-DNA inh,-2%,14%,4%,-3%,-10%
Pol eta inh,-8%,-24%,-13%,-20%,-5%
APEX1 inh,-7%,-6%,4%,-2%,5%
Pol kappa inh,2%,8%,-5%,-13%,5%

16	CN(C(=O)COC(=O)c1cn(C)c2ccccc12)C1CCCCC1
17	COC(=O)C1=C(c2ccc(OC(F)(F)F)cc2)C[C@@H]2CC[C@H]1N2C(=O)NCCNC(C)=O
18	O=c1[nH]c(=S)n(-c2ccccc2F)c(O)c1C=NCCN1CCNCC1
19	O=C(Oc1ccc(Br)cc1C(=S)N1CCCC1)c1ccccc1Cl
20	O=C(c1ccccc1F)N1C[C@H]2C[C@@H](C1)c1cccc(=O)n1C2

assay / entry,16,17,18,19,20
Pol beta inh,·,·,23%,-15%,9%
LDHA inh,-1,-9,-5,-1,-2
RGS4 inhibitor,14%,6%,1%,-8%,0%
Apoferritin bind,·,·,-7%,-13%,-9%
ALOX12 inh,21%,-3%,12%,-6%,9%
ERG-DNA inh,1%,-3%,-18%,5%,-4%
Pol eta inh,-24%,-4%,-5%,-2%,-13%
APEX1 inh,18%,7%,53%[activator],10%,19%
Pol kappa inh,3%,-1%,6%,-3%,-4%

21	Cc1c(/C=N/O)c2ccccc2n1C
22	O=c1c2ccccc2[nH]c(=S)n1-c1ccc2c(c1)OCO2
23	O=C(Cc1ccccc1)Oc1ccc(N2C(=O)CCC2=O)cc1
24	Cc1cccc(N2C(=O)NC(=O)/C(=C/c3ccc([N+](=O)[O-])o3)C2=O)c1
25	Cc1cc(N2C(=O)C3CCCN3C2c2cccc(Cl)c2)no1 (stereo not given)

assay / entry,21,22,23,24,25
Pol beta inh,7%,47%,-1%,5.6µM*,2%
LDHA inh,0,-1,-4,14,0
RGS4 inhibitor,-8%[56.9 µM],-47%,-16%,?,-4%
Apoferritin bind,3%,-14%,-16%,-10%,-5%
ALOX12 inh,0%,-12%,0%,·,?
ERG-DNA inh,2%,-3%,-9%,?,-7%
Pol eta inh,9%,-21%,-8%,2.5µM*,3%
APEX1 inh,11%,8%,0%,?,4%
Pol kappa inh,-5%,-16%,7%,8.9µM*,-4%

26	CN(C)CCN=Cc1c(O)n(-c2cccc(C(F)(F)F)c2)c(=O)[nH]c1=O
27	CP(=O)(O)CCCN
28	O=P(Nc1c(Cl)cccc1Cl)(c1ccccc1)c1nc2c(s1)CCCC2 (stereo not given)
29	CN(C)c1cccc2c(C#N)ccc(N(C)C)c12
30	CC(C)(O)C(=O)Nc1ccc([N+](=O)[O-])c(C(F)(F)F)c1

assay / entry,26,27,28,29,30
Pol beta inh,-17%,34%,1%,26%,·
LDHA inh,-2,-13,-2,12,-4
RGS4 inhibitor,-14%,7%,-7%,-51%,-4%
Apoferritin bind,1%,-7%,-5%,-12%,·
ALOX12 inh,2%,-7%&-3%&41%,·,4%,0%
ERG-DNA inh,·,·,-6%,11%,15%
Pol eta inh,0%,-10%,-9%,-14%,-19%
APEX1 inh,?,1%&13%&3%&-5%,13%,-6%,-7%&-1%
Pol kappa inh,-9%,-7%,1%,-4%,6%

31	O=C(c1ccc(Cl)cc1)C1CCCN(C2CCSCC2)C1 (stereo not given)
32	COc1cccc(C(=O)Nc2ccc3nc(SCC(=O)N(C)c4ccccc4)sc3c2)c1
33	CCC(C)NC(=O)c1c(N)n(CCCOC)c2nc3ccccc3nc12 (stereo not given)
34	COc1ccc(C(=O)c2nc3ccccc3n2C(C)C)cc1OC
35	Cc1ccc2[nH]c(C)c(CCNCc3ccco3)c2c1

assay / entry,31,32,33,34,35
Pol beta inh,14%,-17%,16%,-9%,35%
LDHA inh,-5,-7,10,-8,-2
RGS4 inhibitor,7%,21%,2%,33%,8%
Apoferritin bind,-16%,37%[activator],662%[activator],5%,3%
ALOX12 inh,?,-8%,-4%,0%,-10%
ERG-DNA inh,1%,-3%,-15%,-8%,-13%
Pol eta inh,-14%,-8%,-11%,-2%,-13%
APEX1 inh,1%,·,-10%,11%,18%
Pol kappa inh,-34%,-15%,-13%,-8%,-5%

Shown field by field: part of the list above.
[26] CN(C)CCN=Cc1c(O)n(-c2cccc(C(F)(F)F)c2)c(=O)[nH]c1=O
  Pol beta inh: -17% | LDHA inh: -2 | RGS4 inhibitor: -14% | Apoferritin bind: 1% | ALOX12 inh: 2% | ERG-DNA inh: · | Pol eta inh: 0% | APEX1 inh: ? | Pol kappa inh: -9%

[21] Cc1c(/C=N/O)c2ccccc2n1C
  Pol beta inh: 7% | LDHA inh: 0 | RGS4 inhibitor: -8%[56.9 µM] | Apoferritin bind: 3% | ALOX12 inh: 0% | ERG-DNA inh: 2% | Pol eta inh: 9% | APEX1 inh: 11% | Pol kappa inh: -5%

Additional results follow:
36	CCCCc1nc(N2CCNCC2)c(C#N)c2c1CSC(C)(C)C2
37	CSc1ncc(/C=C2/C(=O)NC(=O)N(c3ccc(C)cc3)C2=O)cn1
38	CCN(CC)c1nc2c(C)cccn2c(=O)c1C=C1C(=O)NC(=O)NC1=O
39	Oc1cc(Cl)c(Cl)c(Cl)c1Cl
40	CCC1C2Cc3ccc(O)cc3C1(CC)CCN2C (stereo not given)

assay / entry,36,37,38,39,40
Pol beta inh,9%,?,29%,·,·
LDHA inh,4,-7,-4,-1,-2
RGS4 inhibitor,14%[11.4 µM],?,-2%,-16%,11%
Apoferritin bind,2%,-8%,-8%,·,·
ALOX12 inh,0%,?,?,-27%,?
ERG-DNA inh,-2%,-3%,-4%,-7%,9%
Pol eta inh,-18%,-2%,-2%,-13%,-6%
APEX1 inh,-10%,-3%,2%,15%,·
Pol kappa inh,0%,-13%,-4%,5%,-2%

41	CCCCn1c(O)c(C(C)=Nc2ccc(C(=O)O)cc2)c(=O)[nH]c1=O
42	COc1cc(C2c3cc4c(cc3CC3COC(=O)C32)OCO4)cc(OC)c1O (stereo not given)
43	CN(C)c1ccc([P+](=O)c2ccc(N(C)C)cc2)cc1
44	CC(=O)c1ccc(OC(C)C)c(Cc2c(O)[nH]c(=S)[nH]c2=O)c1
45	Cc1ccc(/C=C2/C(=O)NC(=O)N(C)C2=O)cc1

assay / entry,41,42,43,44,45
Pol beta inh,0%,·,1%,-3%,24%
LDHA inh,-3,18,-3,-2,-7
RGS4 inhibitor,-5%,?,-4%,?,-19%
Apoferritin bind,1%,·,-6%,0%,-5%
ALOX12 inh,?,?,-11%,?,-15%
ERG-DNA inh,-9%,·,-2%,-5%,1%
Pol eta inh,11%,?,-9%,-28%,-5%
APEX1 inh,2%,·,-5%,-8%,5%
Pol kappa inh,-1%,-36%,-4%,-9%,-3%

The list is partial; rates above refer to the full screens.
